Assay outcomes (PubChem BioAssay)
M1 PAM parental = M1 PAM counterscreen hit in parental CHO-K1 cells. ATP EC20, Fluo-8 calcium fluorescence; 0% at ATP EC20, 100% at ATP max. AID 602247. activation, % at 3 µM. 360,000 compounds, 0.02% hits;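 active = activation above the run cutoff, the mean activation of all test compounds plus 3 SD, cut at about 40% in these data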;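 note: peak over basal fluorescence ratio in a 140 s read after ATP addition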
M1 ag = activates human CHRM1 receptor; CHO-K1 hM1, Fluo-8 calcium fluorescence, agonist mode; 0% DMSO, 100% acetylcholine EC100; activation, % at 3 µM; 360,000 compounds, 0.33% hits;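 active = activation above the run's mean compound activation plus 3 SD, cut at about 16% in these data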;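 note: peak over basal fluorescence ratio within a 140 s kinetic read after compound addition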
TAAR1 ag = human TAAR1 agonism; Q96RJ0; CHO RD-HGA16 TAAR1, Fluo-8 calcium fluorescence; vehicle wells 0%, saturating PEA agonist 100%; activation, % at 3 µM; 360,000 compounds, 0.99% hits; AID 624467;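 active = activation above the mean activation of all test compounds in the run plus 3 SD, cut at about 38% in these data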
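System: CHO RD-HGA16 cells carrying human TAAR1 plus Gα16; Incubation: 17-24 h seeding, 75 min 37 °C dye, 30 min RT; Measured by: Fluo-8 fluorescence, 5 s baseline then 140 s kinetic read; Control set: DMSO and PEA EC100; Replication: single well for each compound.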
V1aR counter = counter-screen for oxytocin receptor agonists: human V1a receptor agonists; P37288; CHO-V1R cells, Fluo-8 calcium fluorescence, agonist mode; 0% DMSO, 100% 3 nM vasopressin; activation, % at 3 µM; 320,000 compounds, 0.25% hits;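 active = activation above the mean activation of all tested compounds plus 3 SD, per screening run, cut at about 20% in these data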;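 note: signal is peak over basal fluorescence ratio across a 100 second FLIPR read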
Target sequence (P37288 whole entry, looked up): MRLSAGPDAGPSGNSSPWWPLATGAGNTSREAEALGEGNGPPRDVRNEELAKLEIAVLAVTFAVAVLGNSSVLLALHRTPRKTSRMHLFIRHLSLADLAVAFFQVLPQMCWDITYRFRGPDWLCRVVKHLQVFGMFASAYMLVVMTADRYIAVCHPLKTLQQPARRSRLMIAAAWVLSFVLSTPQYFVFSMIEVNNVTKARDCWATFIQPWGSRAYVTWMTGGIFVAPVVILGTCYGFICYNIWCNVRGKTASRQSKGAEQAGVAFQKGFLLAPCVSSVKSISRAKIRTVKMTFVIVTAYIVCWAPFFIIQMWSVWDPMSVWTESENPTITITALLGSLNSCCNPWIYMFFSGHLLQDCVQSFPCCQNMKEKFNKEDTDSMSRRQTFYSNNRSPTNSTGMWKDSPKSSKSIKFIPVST
CHO-K1 Ca antag = counter-screen for M1 antagonists: effect in parental CHO-K1 cells; 360,000 compounds, 0.6% hits; inhibition, % at 3 µM; ATP-induced calcium, Fluo-8 fluorescence;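 active = inhibition above a per-plate cutoff, the plate's mean sample inhibition plus 3 SD, cut at about 24% in these data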;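 note: 0% = DMSO plus EC80 ATP and 100% = DMSO alone without ATP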
CHO-K1 Ca ag = M1 agonist counterscreen hit in parental CHO-K1 cells; activation, % at 3 µM; Fluo-8 calcium fluorescence; scaled to maximal ATP response, vehicle zero; AID 602248; 360,000 compounds, 0.48% hits; in the data active = activation above about 15%;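 note: untransfected CHO-K1 host cells lacking M1 receptor as counterscreen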
OXTR potentiate = human OXTR potentiation. activation, % at 3 µM. CHO-OTR cells, Fluo-8 calcium fluorescence, potentiator mode; 0% = oxytocin EC15, 100% = EC100. 320,000 compounds, 0.061% hits. AID 2445;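 active = activation above that plate's cutoff, the mean activation of tested compounds plus 3 SD, cut at about 6.6% in these data, passing the limit was not always enough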;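 note: 100% uses oxytocin at 75 nM as the full agonist control; some results filed as inactive read as strong as hits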
Target sequence (P30559 whole entry, looked up): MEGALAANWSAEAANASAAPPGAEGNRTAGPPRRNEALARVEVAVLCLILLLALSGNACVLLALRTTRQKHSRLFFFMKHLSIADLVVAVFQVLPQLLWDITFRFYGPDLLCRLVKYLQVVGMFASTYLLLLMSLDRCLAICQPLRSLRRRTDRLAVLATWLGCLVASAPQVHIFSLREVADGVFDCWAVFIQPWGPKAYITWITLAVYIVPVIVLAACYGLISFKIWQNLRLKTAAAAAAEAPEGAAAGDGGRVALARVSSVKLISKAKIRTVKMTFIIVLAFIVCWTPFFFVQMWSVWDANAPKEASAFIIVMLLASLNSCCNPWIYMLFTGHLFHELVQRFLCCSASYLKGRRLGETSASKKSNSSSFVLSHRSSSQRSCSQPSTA
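Measured by – Fluo-8 calcium dye fluorescence · Test system – human OTR in CHO cells · Dosing – one concentration, 3.0 µM compound · Controls – EC15 oxytocin alone as 0%, 75 nM oxytocin as 100% · Evaluation – normalized max/min fluorescence ratio, % activation · Timing – 6 min pre-incubation, 100 s read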
CHO parental Ca = signal in parental CHO cells, OX1R antagonist counter-screen; parental CHO-K1, ATP-induced calcium, Fluo-8 fluorescence; inhibition, % at 5.6 µM; 330,000 compounds, 0.63% hits; AID 463079;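 active = inhibition above that plate's mean sample inhibition plus 3 SD, cut at about 26% in these data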;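 note: 0% = ATP-challenged DMSO wells and 100% = DMSO wells without ATP; some compounds past the cut are filed as inactive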
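Assay system – parental CHO cells · Reagent – ATP stimulus · Detection – intracellular calcium via Fluo-8 no-wash fluorescent dye · Evaluation – percent inhibition of ATP-evoked calcium rise, normalized to controls · Controls – ATP wells versus no-ATP DMSO wells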
TAAR1 antagonist = human TAAR1 antagonism. Q96RJ0. CHO RD-HGA16 TAAR1, Fluo-8 calcium fluorescence, antagonist. inhibition, % at 3 µM. 360,000 compounds, 1.5% hits;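 active = inhibition above a per-plate cutoff, the mean inhibition of test compounds on that plate plus 3 SD, cut at about 49% in these data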;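 note: 0% = DMSO plus EC80 beta-PEA response and 100% = DMSO alone without agonist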
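System: CHO RD-HGA16 cells bearing hTAAR1. Reagent: EC80 β-phenethylamine stimulus. Schedule: seeding 17-24 h prior, 75-min 37 °C, 30-min RT dye loading. Signal: Fluo-8 intracellular calcium dye fluorescence, real-time kinetic reads. Read-out: % inhibition from peak post-agonist over basal fluorescence ratio. Benchmarks: vehicle wells and EC80 agonist wells. Replicates: n of 1.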
* marks the source's active call; other numbers are inactive results; . = not tested or not shown.

SMILES	M1 PAM parental	M1 ag	TAAR1 ag	V1aR counter	CHO-K1 Ca antag	CHO-K1 Ca ag	OXTR potentiate	CHO parental Ca	TAAR1 antagonist
O=C(CCC1CCCN(C(=O)c2ccco2)C1)NCc1ccccc1F (configuration not stated)	18	-3	5	1.3	-16	0.9	-17	-2	-7
Fc1ccccc1Nc1nc2ccccc2o1	5	-4	-2	-1.4	-12	0.3	0	-15	3
CCCCn1c(N)c(N(CC(C)C)C(=O)c2ccc(S(=O)(=O)N3CCCCC3)cc2)c(=O)[nH]c1=O	-30	-4	8	0.7	-1	0.1	-6	-10	-22
COc1ccc(N(CC(=O)NCc2ccccc2C)S(=O)(=O)c2ccccc2[N+](=O)[O-])c(OC)c1	12	-5	5	1.2	2	1.6	-32	-17	22
COC(=O)Cn1c(=NC(=O)c2cc(-c3cccs3)nc3ccccc23)sc2cc(S(N)(=O)=O)ccc21	-8	-1	4	1.7	14	1.1	-6	36*	30
CCOC(=O)Nc1cc(C(=O)OCC)c(C)nc1C	4	-4	4	0.4	2	0.7	-8	-4	-7
COc1ccc(OC)c(CC(NC(C)=O)C(=O)NC2CCN(S(=O)(=O)c3ccc(NC(C)=O)cc3)CC2)c1 (configuration not stated)	11	-5	0	0.8	-5	0.1	-13	-2	-4
O=C(Cn1cnc2cc([N+](=O)[O-])ccc2c1=O)N1CCN(S(=O)(=O)c2ccccc2)CC1	8	-6	3	-0.2	-12	0.2	-3	-6	0
CCN(CC)C(=O)CSc1nc2ccccc2c(=O)n1CCC(=O)N1CCN(c2ccccc2)CC1	-5	-7	1	0.0	-5	0.2	-2	-4	-1
CCCOc1cccc(C(=O)NCCCNC(=O)c2ccccn2)c1	-3	-1	2	-0.5	7	0.3	-4	-9	-10
O=c1[nH]c(=S)n(-c2cccc(C(F)(F)F)c2)c(O)c1C=NCCN1CCNCC1	0	-12	0	.	-5	-0.7	.	.	-4
Cc1cccc(NC(=O)CNC(=O)c2cn(Cc3ccccc3)nc2-c2cccnc2)c1C	16	-3	14	0.3	-15	0.3	-6	-18	7
O=C(Cc1cccc(NC(=O)C2CCCN(C(=O)C3CCCC3)C2)c1)Nc1cccc(C(=O)N2CCOCC2)c1 (configuration not stated)	5	-2	2	.	6	1.7	.	.	-11
Cc1nn2c(-c3cccc(NC(=O)c4ccco4)c3)nnc2c2ccccc12	-2	-3	13	-1.0	13	4.0	-13	-27	26
FC(F)(F)c1cccc(CNc2ncccc2-c2nc3cc(Cl)ccc3o2)c1	20	-2	2	0.8	-11	0.8	-1	3	6
CCCNC(=O)NC(=O)CSc1ncc(C(F)(F)F)cc1Cl	16	-5	2	-0.4	-18	1.0	-7	-10	4
CC(=O)c1c(C)[nH]c(C(=O)CN2C(=O)NC(C)(c3ccc(C)cc3)C2=O)c1C (configuration not stated)	29	27*	85*	20	-10	14	-13	-7	42
CN(c1ccccc1)S(=O)(=O)c1cc(C(=O)OCC(=O)c2c(N)n(C)c(=O)n(C)c2=O)ccc1Cl	-2	-6	9	.	-4	4.8	.	.	32
CS(=O)(=O)NCC(c1ccco1)N1CCN(c2ccc(F)cc2)CC1 (configuration not stated)	24	0	3	1.5	-16	0.6	-3	-10	9
Cc1ccc(NC(=O)CSC2=C(C#N)C(c3ccc4c(c3)OCO4)C3=C(CCCC3=O)N2)c(C)c1 (configuration not stated)	7	-3	3	-1.0	-6	0.2	-4	-18	12
CCOC(=O)N1CCN(CC(=O)Nc2c(C(=O)OC)[nH]c3ccc(Cl)cc23)CC1	11	-2	8	-0.7	1	0.8	-17	-21	-5
COc1cc(C)ccc1OCC(=O)Nc1nnc(C2CC2)s1	-8	-8	7	-0.4	-9	0.0	-10	-14	-17
O=c1[nH]c2c(c(=O)n1-c1ccccc1)CCO2	-11	1	3	.	17	-0.2	.	.	-17
CC(=O)Nc1ccc(S(=O)(=O)NCc2nc(-c3cccc(C)c3)no2)cc1	12	2	3	2.1	-2	6.6	-9	-8	3
CCOC(=O)C1=C(CSc2nc(CC)c(C)cc2C#N)OC(N)=C(C#N)C1c1ccc(OC)cc1 (configuration not stated)	14	-3	12	4.8	7	1.6	-11	-7	-1
(next part)
SMILES	M1 PAM parental	M1 ag	TAAR1 ag	V1aR counter	CHO-K1 Ca antag	CHO-K1 Ca ag	OXTR potentiate	CHO parental Ca	TAAR1 antagonist
CCN(Cc1ccccc1)C(=O)C1CCN(Cc2ccc(SC)cc2)CC1	15	-6	1	0.7	-13	2.1	-9	-15	-8
O=C(NCc1nnc(SCc2ccccc2)n1-c1ccccc1)C12CC3CC(CC(C3)C1)C2	10	-4	11	-0.6	12	-0.2	-8	-28	-15
Cc1nn(-c2ccccc2)c(Cl)c1C(=O)NCCCCNC(=O)c1c(C)nn(-c2ccccc2)c1Cl	12	4	0	-0.6	-8	1.8	0	-15	9
Cc1nn(-c2ccccc2)c(Cl)c1C(=O)N(C)CC(=O)Nc1cccc(F)c1	15	2	14	0.2	-6	2.8	-5	7	-24
CC(C)c1cc(C(=O)N/N=C/C(Br)=C/c2ccccc2)n[nH]1	5	4	4	5.6	7	1.1	-8	-25	19
Cn1c(SCC(=O)N/N=C/c2cccs2)nc2ccccc21	13	-3	19	0.7	-10	1.8	-2	-17	20
NC(=O)c1ncn([C@@H]2O[C@H](CNCc3cccn3-c3ccncc3)[C@@H](O)[C@H]2O)n1	-12	5	1	.	10	0.4	.	.	-4
COc1cccc(/C=C/C(=O)N2CCN(S(=O)(=O)c3ccccc3)CC2)c1OC	10	-3	1	3.3	-15	3.9	0	-10	-3
C=CCNc1nc(Nc2ccc(-c3nc4ccccc4o3)cc2)nc(N2CCOCC2)n1	16	0	5	-0.1	-28	0.9	-14	-31	35
O=C(COC(=O)COc1cccc(C(F)(F)F)c1)NC1CCS(=O)(=O)C1 (configuration not stated)	20	-2	0	1.0	2	1.8	2	-3	6
CCOc1ccc(OCC)c(NC(=O)CN2CCN(c3ccc(C)cc3C)CC2)c1	14	1	5	0.6	-3	-0.2	-9	-30	-4
CC(C)(C)NC(=O)CN(Cc1ccc2c(c1)OCO2)C(=O)CNS(=O)(=O)c1ccccc1	9	-4	7	0.1	6	0.1	0	-19	-4
CC(=O)c1cccc(NC(=O)c2cccc3c(-c4cccc(C(N)=O)c4)coc23)c1	3	5	13	.	1	11	.	.	85*
COc1ccc(CN2CCC(C(=O)Nc3ccc(Oc4ccccc4)nc3)CC2)cc1F	12	-1	9	6.9	-4	9.6	-12	-17	8
CN(C)CCCN(C(=O)c1ccc(S(=O)(=O)N2CCCCCC2)cc1)c1nc2ccc(F)cc2s1	19	-1	67*	12	0	10	-4	-16	16
O=C(OCC(=O)c1ccc[nH]1)c1ccc(S(=O)(=O)N2CCCCCC2)cc1	33	-4	5	1.8	-27	1.2	1	-16	-1
Cc1cc(-c2ccc(/C=N/n3cnnc3)o2)c([N+](=O)[O-])cc1C	15	-4	7	-0.4	-16	0.3	-12	-7	0
O=C(NNC(=O)C1C2CCC(C2)C1C(=O)O)c1ccc(Cl)cc1 (configuration not stated)	-8	-3	6	0.1	8	-0.2	-11	1	7
Cc1nc(SCc2ccccc2)c2ccsc2n1	-10	-4	-1	-0.1	-1	0.2	5	-9	-15
CCOc1ccc(NC(=O)CCNC(=O)Cn2cnc3ccccc3c2=O)cc1	12	-2	0	-0.1	3	0.5	-8	-2	-12
C/C(=N\NC(=O)CSc1nc(C)[nH]c1[N+](=O)[O-])c1ccc(F)cc1	-16	-1	0	-0.9	-5	0.6	-10	-14	-3
COC(C(=O)Nc1ccc(F)c(F)c1)c1ccccc1 (configuration not stated)	-3	-5	0	-1.0	-2	0.6	-5	7	-4
COC(=O)[C@@]1(Cc2ccc(F)cc2)[C@H]2c3cc(C(=O)N(C)C)n(CCF)c3C[C@H]2CN1C(=O)c1ccccc1	17	.	6	.	-11	1.3	.	.	7
CCn1cc(C(=O)NCCCN2CCC(C)CC2)c(=O)c2cc(S(=O)(=O)N(C)C3CCCCC3)ccc21	-10	-6	2	1.0	11	-0.4	-3	-19	-34
COc1ccc(N2C(=O)CC(Nc3ccc(C)cc3)C2=O)cc1 (configuration not stated)	25	-4	17	0.8	-7	0.5	6	-9	10
O=C(C1CCCCC1)N(Cc1nc2sc3c(c2c(=O)[nH]1)CCCC3)Cc1cccs1	7	-2	3	0.6	-4	0.1	-8	-9	3
COc1ccc(CCNS(=O)(=O)c2cn(C)nc2C)cc1	14	0	0	0.1	-5	0.8	-11	6	3
CC(=O)Nc1ccc(S(=O)(=O)N[C@@H](C)C(=O)OCC(=O)c2ccc(C)cc2)cc1	6	-2	5	-0.2	-12	2.2	-6	-16	-11
CCCCC[C@H](C)N1C[C@@H](COCc2ccccc2)Oc2cc(N3CCC[C@@H]3CO)ccc2S1(=O)=O	-4	.	3	.	-5	3.3	.	.	-13

An excerpt from above, reduced to OXTR potentiate and V1aR counter:
SMILES,OXTR potentiate,V1aR counter
CN(C)CCCN(C(=O)c1ccc(S(=O)(=O)N2CCCCCC2)cc1)c1nc2ccc(F)cc2s1,-4,12
COc1ccc(CN2CCC(C(=O)Nc3ccc(Oc4ccccc4)nc3)CC2)cc1F,-12,6.9

Compound profiles (already shown). Screens in order: M1 PAM parental, M1 ag, TAAR1 ag, V1aR counter, CHO-K1 Ca antag, CHO-K1 Ca ag, OXTR potentiate, CHO parental Ca, TAAR1 antagonist
COc1ccc(OC)c(CC(NC(C)=O)C(=O)NC2CCN(S(=O)(=O)c3ccc(NC(C)=O)cc3)CC2)c1 (configuration not stated) is entered as 11, -5, 0, 0.8, -5, 0.1, -13, -2, -4
C=CCNc1nc(Nc2ccc(-c3nc4ccccc4o3)cc2)nc(N2CCOCC2)n1 is entered as 16, 0, 5, -0.1, -28, 0.9, -14, -31, 35
CCCNC(=O)NC(=O)CSc1ncc(C(F)(F)F)cc1Cl is entered as 16, -5, 2, -0.4, -18, 1.0, -7, -10, 4
CCOc1ccc(NC(=O)CCNC(=O)Cn2cnc3ccccc3c2=O)cc1 is entered as 12, -2, 0, -0.1, 3, 0.5, -8, -2, -12
O=C(C1CCCCC1)N(Cc1nc2sc3c(c2c(=O)[nH]1)CCCC3)Cc1cccs1 is entered as 7, -2, 3, 0.6, -4, 0.1, -8, -9, 3
